MCL1 BIM primary: MCL1-BIM-BH3 interaction inhibition (human); Q07820; GST-MCL1 / FITC-Bim-BH3 fluorescence polarization; inhibition, % at 10.9 µM; 0.68% of 320,000 active; AID 2057;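 active = inhibition above the mean inhibition of all tested compounds plus 3 SD, set per campaign, cut at about 40% in these data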;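 note: 0% = DMSO wells and 100% = unlabeled Bim-BH3 peptide control; higher means more loss of mP so more displacement of Bim peptide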
Target sequence (Q07820 whole entry, looked up): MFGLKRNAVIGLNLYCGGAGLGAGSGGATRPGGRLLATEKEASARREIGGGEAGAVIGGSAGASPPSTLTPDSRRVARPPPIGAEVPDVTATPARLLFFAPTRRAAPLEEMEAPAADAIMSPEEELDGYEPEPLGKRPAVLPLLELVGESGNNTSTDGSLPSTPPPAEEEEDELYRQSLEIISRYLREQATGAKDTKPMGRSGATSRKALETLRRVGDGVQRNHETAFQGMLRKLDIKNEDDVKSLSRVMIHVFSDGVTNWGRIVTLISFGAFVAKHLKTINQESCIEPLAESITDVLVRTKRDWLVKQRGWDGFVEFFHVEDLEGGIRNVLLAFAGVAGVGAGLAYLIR
PME-1 primary: blocks human protein phosphatase methylesterase 1. Q9Y570. recombinant PME-1, FP-Rh probe fluorescence polarization. inhibition, % at 5.9 µM. 0.53% of 320,000 active;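 active = inhibition above the campaign mean of all compounds plus 3 SD, cut at about 26% in these data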;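 note: competitive labeling of PME-1 active site by serine hydrolase directed probe; 0% = PME-1 with DMSO and 100% = wells lacking PME-1 enzyme; inhibitors block probe labeling so polarization falls and inhibition rises; many of its hits are not listed in these tables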
GLD-1 RNA inh: GLD-1-TGE RNA interaction inhibition (C. elegans); Q17339; AID 2280; purified GLD-1 + fluorescein TGE RNA, fluorescence polarization; 0.44% of 320,000 active; inhibition, % at 5.96 µM;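 active = percent inhibition above a per-plate cutoff, the plate mean of test compounds plus 3 SD, cut at about 30% in these data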;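 note: 0% = DMSO wells with GLD-1 and probe and 100% = wells lacking GLD-1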
Target sequence (Q17339 whole entry, looked up): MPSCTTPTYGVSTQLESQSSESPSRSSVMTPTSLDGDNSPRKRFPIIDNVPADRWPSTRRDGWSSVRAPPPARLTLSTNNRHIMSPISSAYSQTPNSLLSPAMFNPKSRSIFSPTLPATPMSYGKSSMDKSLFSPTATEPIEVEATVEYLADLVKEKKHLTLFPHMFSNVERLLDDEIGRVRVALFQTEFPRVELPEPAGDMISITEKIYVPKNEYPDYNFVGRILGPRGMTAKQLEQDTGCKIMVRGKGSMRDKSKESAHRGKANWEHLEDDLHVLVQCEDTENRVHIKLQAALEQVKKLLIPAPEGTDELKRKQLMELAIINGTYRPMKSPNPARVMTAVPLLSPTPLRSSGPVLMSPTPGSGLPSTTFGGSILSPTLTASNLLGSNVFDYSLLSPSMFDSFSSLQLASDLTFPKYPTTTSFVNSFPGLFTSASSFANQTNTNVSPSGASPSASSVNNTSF
VLA-4 inh: inhibition in a human VLA-4 binding assay; inhibition, % (about 7 µM as worked out from the volumes in the protocol); VLA-4 expressing cells, ligand binding flow cytometry; P13612; 0.2% of 330,000 active; in the data active = inhibition above about 50%
Fam108B counter: counter-screen for RBBP9 inhibitors: inhibitors of mouse Fam108B. 0.33% of 300,000 active. inhibition, % at 9.51 µM. recombinant Fam108B, FP-Rh probe fluorescence polarization;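 active = inhibition above the screen mean inhibition plus 3 SD, computed separately per campaign, cut at about 18% in these data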;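 note: inhibitors lower polarization as less probe binds the enzyme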
BCLXL inh: Bcl-xL (human) inhibition. Q07817. GST-Bcl-xL / FITC-Bim BH3 peptide fluorescence polarization. inhibition, % at 10.9 µM. 0.7% of 320,000 active. AID 2129;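 active = inhibition above the mean of all tested compounds plus 3 SD, cutoff set per campaign, cut at about 30% in these data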;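 note: 0% = DMSO wells and 100% = unlabeled Bim-BH3 peptide competitor; inhibitors lower millipolarization by displacing the labeled peptide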
Target sequence (Q07817 whole entry, looked up): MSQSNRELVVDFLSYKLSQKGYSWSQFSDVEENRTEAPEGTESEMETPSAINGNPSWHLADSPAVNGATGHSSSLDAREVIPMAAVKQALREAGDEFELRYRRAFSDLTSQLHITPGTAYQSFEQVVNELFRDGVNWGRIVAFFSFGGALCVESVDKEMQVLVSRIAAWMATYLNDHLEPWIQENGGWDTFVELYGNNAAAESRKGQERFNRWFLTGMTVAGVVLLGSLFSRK
GRK2 inh: inhibitors of human GRK2 displacing RNA aptamer; 0.59% of 330,000 active; AID 488847; bead flow cytometry, FAM-aptamer displacement from GRK2; inhibition of aptamer binding, % at 10 µM;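 active = inhibition of aptamer binding above 40%, roughly 3 SD of noise, on plates passing a quality check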;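 note: median bead fluorescence of bound FAM aptamer so fluorescent compounds give negative values; no value below 0 was filed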
MEX-5 binding: C. elegans MEX-5 TCR-2 RNA binding activity. 0.38% of 300,000 active. activity score (negative = inhibition of binding), % at 10 µM. Q9XUB2. MEX-5/FITC-TCR2 RNA binding, fluorescence polarization; stronger effect = lower value;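 active = inhibition past about -25% in most replicates, and total fluorescence under double the plate's negative control median, limit read from the data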;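 note: 0% = DMSO and -100% = 5 µM competing unlabeled TCR2 RNA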
Efflux pump mplx: antifungal efflux pump inhibition, Nile Red retention | S. cerevisiae Candida pump triplex | inhibition, % at 10 µM | 0.44% of 330,000 active | AID 485275;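 active = plate passing quality check with inhibition over a set limit, or well fluorescence over plate mean plus 4 SD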;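 note: Nile Red retained in pooled yeast measured as flow cytometry median fluorescence; 0% = buffer negative control and 100% = Enniatin B positive control; higher means more Nile Red kept so more efflux inhibition; some compounds called inactive have numbers as strong as hits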
Starred values were filed as active, the others as inactive; · = not tested or not shown. An excerpt; count on the stated rates, not on these rows.

SMILES	MCL1 BIM primary	PME-1 primary	GLD-1 RNA inh	VLA-4 inh	Fam108B counter	BCLXL inh	GRK2 inh	MEX-5 binding	Efflux pump mplx
CCOC(=O)C1CCCN(CC(=O)Nc2c(F)c(F)c(F)c(F)c2F)C1 (stereo not given)	0.7	-5.1	4.5	-10.2	3.0	2.2	3.0	1.1	-0.1
Cn1c(=O)c2c(nc(NCc3ccc4c(c3)OCO4)n2Cc2ccccc2)n(C)c1=O	-4.1	2.2	8.4	-21.3	1.3	4.0	0.0	-1.0	-0.1
Cc1cccc(COc2ccccc2C(=O)OCC(=O)N(C)c2c(N)n(Cc3ccccc3)c(=O)[nH]c2=O)c1	-2.1	0.8	10.6	0.5	0.0	-3.3	2.0	2.3	0.1
O=C(N/C(=C\c1ccc(Br)cc1)C(=O)N1CCOCC1)c1ccc([N+](=O)[O-])cc1	2.8	-4.6	6.0	12.8	1.1	5.0	0.0	-1.9	-0.2
COc1cc(OC)cc(OC(=O)c2ccc3c(=O)n4c(nc3c2)CCC4)c1	0.1	3.3	3.8	4.4	-8.8	3.1	2.0	2.6	0.2
Cc1ccc(S(=O)(=O)CCSc2nccn2C)cc1	1.9	-2.3	3.7	-76.2	3.0	1.6	0.0	0.7	3.3*
Cc1ccc([C@@H]2CC=C(C(=O)O)[C@H](c3cccc(F)c3)N2S(=O)(=O)c2ccccc2C)cc1	·	·	3.7	-13.3	·	·	5.0	·	-0.3
Cc1ccsc1/C=N/NC(=O)c1nnn(-c2nonc2N)c1-c1ccccc1	1.1	-0.9	2.8	9.8	-2.0	4.6	3.0	3.3	0.0
O=C(NC1CC1)C(=O)c1c[nH]c2ccccc12	1.0	5.0	-2.5	-1.6	6.7	3.4	2.0	-3.2	0.5
O=C(Nc1ncc(S(=O)(=O)c2ccc([N+](=O)[O-])cc2)s1)c1cccnc1	3.6	-5.8	6.3	-4.8	-7.5	9.6	2.0	-1.8	-0.2
Nn1c(SC/C=C/c2ccccc2)nnc1-c1ccccn1	5.3	-10.1	-0.8	21.9	1.3	2.2	1.0	-0.8	0.1
C/C(=N\NC(=O)c1ccccc1[N+](=O)[O-])c1ccc(Br)s1	4.5	8.1	1.6	4.0	0.9	5.5	0.0	-2.6	-0.4
O=C(Cc1ccccc1Cl)NC1(O)C(=O)c2ccccc2C1=O	9.5	3.9	3.5	9.0	1.2	7.0	0.0	1.7	0.1
COc1cccc(C=O)c1OC(=O)N1CCOCC1	3.6	1.4	1.9	-8.7	4.2	1.8	4.0	1.6	-0.1
O=c1c2ccccc2nc(CSc2nnnn2-c2ccccc2)n1-c1ccccc1	0.8	-4.9	-1.6	3.0	-2.1	-1.6	0.0	-0.7	0.0
CCCn1c(/N=C/c2ccc3c(c2)OCO3)nc2ccccc21	-0.7	-3.1	-8.4	-6.9	-2.1	-0.1	0.0	3.7	0.0
CCOC(=O)CNC(=O)c1sc(NC(=O)c2cccc(F)c2)nc1C	7.1	-2.2	13.6	6.2	1.0	5.4	0.0	-0.7	0.0
CCOc1ccc(C(=O)NCC(=O)NCC(c2cccs2)N2CCOCC2)cc1 (stereo not given)	-4.0	-3.0	0.9	-4.5	1.1	4.9	0.0	3.3	0.0
O=C1OC(Nc2ccc(Br)cc2F)c2ccccc21 (stereo not given)	6.0	2.5	-8.2	-2.5	2.6	7.9	0.0	-4.3	0.1
CC(=O)Nc1ccc(S(=O)(=O)N2CCCC2C(=O)Nc2ccc3c(c2)OCCO3)cc1 (stereo not given)	4.0	-3.7	-5.1	5.7	-0.6	2.8	1.0	-0.5	-0.5
N#C/C(=C\c1ccc(Oc2ccc(C(F)(F)F)cc2[N+](=O)[O-])cc1)c1nc2ccccc2[nH]1	-5.9	6.7	3.6	20.3	6.9	-1.1	0.0	-2.9	0.1
C/C=C(\C)CN1CCN(c2cc(C)ccc2C)CC1	4.7	2.1	0.8	0.3	-1.8	9.1	0.0	-1.1	-0.1
NC(=O)C1CCN(C(=O)c2cnn(-c3ccccc3)c2NC(=O)c2cccc(F)c2)CC1	5.1	0.2	-1.2	19.7	2.0	1.6	4.0	-0.4	0.0
CCOC(=O)N1CCN(C(=O)/C(=C/c2ccc(OC)cc2)NC(=O)c2ccccc2)CC1	4.3	3.0	2.3	10.8	1.5	3.0	0.0	-1.1	0.0
Cc1cc(C(=O)N/N=C/c2c[nH]c3ccccc23)c(C)o1	-0.1	1.4	6.8	13.0	6.3	2.6	0.0	2.0	-0.1
COc1cccc(C(=O)Nc2sc(C(C)C)cc2C(N)=O)c1OC	4.0	1.9	2.1	5.6	1.2	5.3	1.0	0.2	-0.1
CC(C)Cn1c(N)c(C(=O)CSc2ncccn2)c(=O)n(C)c1=O	-0.7	0.3	3.3	2.7	-0.9	-1.1	4.0	-0.9	0.1
N=C1C(c2ccccc2)=C(O)CN1c1cccc2ccccc12	-1.1	3.8	3.2	1.2	0.7	5.7	6.0	-2.9	-0.1
Cc1ccc(CNC(=O)c2sc3nc4c(c(C(F)(F)F)c3c2N)CCC4)cc1	1.9	0.1	-3.6	-5.0	-4.0	1.5	1.0	1.1	-0.2
CCSc1nnc(-c2ccncc2)n1Cc1ccccc1	-11.5	-1.3	7.2	11.6	1.4	-8.8	0.0	-2.4	0.0
C/C(=N/O)c1ccc(Oc2cnccn2)cc1	5.6	-2.5	1.7	11.7	1.6	0.8	1.0	-4.5	0.0
COc1ccc(Cn2c(=O)c3c(nc(NCCO)n3C)n(C)c2=O)cc1	0.5	8.2	-1.6	0.0	3.8	4.4	0.0	-2.8	0.1
NS(=O)(=O)c1ccc(Cl)c(C(=O)Nc2ccccc2[N+](=O)[O-])c1	-2.0	3.6	-5.6	3.7	1.5	-0.4	0.0	1.3	0.0
COc1ccc(S(=O)(=O)N2CCOCC2)cc1C(=O)Nc1ccc2c(c1)OCO2	-1.2	-1.8	1.1	8.0	-1.8	2.9	2.0	-2.4	0.0
S=c1[nH]nc(COc2ccc3ccccc3c2)o1	-19.3	3.2	2.6	6.4	5.4	-32.3	0.0	-0.5	0.1
O=C1CN(c2nc3nonc3nc2N2CCCCC2)CCN1	6.7	0.1	-1.9	2.9	-2.0	4.0	2.0	-0.6	-0.2

2 records drawn at random from the list so far, as already listed:
SMILES	MCL1 BIM primary	PME-1 primary	GLD-1 RNA inh	VLA-4 inh	Fam108B counter	BCLXL inh	GRK2 inh	MEX-5 binding	Efflux pump mplx
COc1cccc(C=O)c1OC(=O)N1CCOCC1	3.6	1.4	1.9	-8.7	4.2	1.8	4.0	1.6	-0.1
CCOC(=O)C1CCCN(CC(=O)Nc2c(F)c(F)c(F)c(F)c2F)C1 (stereo not given)	0.7	-5.1	4.5	-10.2	3.0	2.2	3.0	1.1	-0.1

(further entries)
SMILES	MCL1 BIM primary	PME-1 primary	GLD-1 RNA inh	VLA-4 inh	Fam108B counter	BCLXL inh	GRK2 inh	MEX-5 binding	Efflux pump mplx
CCN(CC)Cc1cc(CC(C(N)=O)C(N)=O)ccc1OC	0.6	-2.4	4.5	14.3	4.6	6.8	5.0	-1.3	-0.3
COc1ccc(C(=O)COC(=O)CN2C(=O)c3ccccc3C2=O)c(OC)c1	-1.9	-5.6	2.5	-8.9	-6.5	-0.1	0.0	-1.5	0.0
COc1ccc(CNC(=O)CSc2nc(C)cs2)cc1	1.1	1.7	1.5	-9.8	-0.4	2.6	0.0	1.9	0.1
Cc1nc2cc(NC(=O)c3ccc(Br)s3)ccc2s1	-9.3	-19.0	-5.0	12.6	-8.7	-3.1	0.0	-0.6	0.1
Cc1nc2ccccc2cc1C(=O)NCc1ccco1	5.1	-0.1	-7.5	13.6	3.4	7.7	1.0	-0.1	0.0
CS(=O)(=O)N1CCN(Cc2cc(=O)n3ccsc3n2)CC1	3.6	4.8	2.6	9.0	-0.2	5.0	6.0	0.8	0.1
CCCOc1ccc(C(F)(F)F)cc1NC(=O)CN1C(=O)C(=O)N(CC)C1=O	6.2	0.8	0.2	7.7	·	1.1	0.0	·	0.2
O=c1[nH]nc(SCc2ccccc2)n1C1CC2C=CC1C2 (stereo not given)	3.8	3.0	2.1	2.1	-1.2	5.2	2.0	-0.6	0.0
Cc1ccc(OCCC(=O)Nc2ccc(C)c(F)c2)cc1	-4.4	0.8	3.0	32.9	1.6	-1.9	1.0	-1.3	-0.1
CCCN(Cc1cc(=O)[nH]c2ccccc12)C(=O)CC	4.5	-0.8	0.2	1.6	-4.3	-1.1	0.0	2.4	-0.1
Cc1cc(OCc2nn[nH]n2)c2c(C)c(Cc3ccccc3)c(=O)oc2c1	5.4	4.0	1.7	17.1	-10.1	6.8	32.0	-1.0	-0.2
CCOC(=O)c1ccc(NC(=O)CCS(=O)(=O)Cc2ccccc2)cc1	9.6	-0.1	-2.9	-6.5	3.7	5.7	0.0	-1.1	-0.1
CN(CCOc1cccc(C(F)(F)F)c1)Cc1ccccc1	-5.1	-0.4	-1.3	-0.9	-0.1	2.5	2.0	-2.0	0.1
Cc1ccc(SCCNC(=O)c2ccccc2F)cc1	11.4	-2.9	4.8	-8.9	-12.2	4.5	1.0	-2.0	0.1
COC(=O)c1cc(S(=O)(=O)N2CCN(c3cc(C)ccc3C)CC2)c[nH]1	2.2	1.7	-6.6	5.1	1.9	1.9	0.0	0.3	-0.1
CC(C)OCCCn1c(=S)[nH]c2ncccc2c1=O	6.2	-0.7	14.6	-0.5	3.3	4.0	0.0	2.1	-0.1
O=C(Nc1ccc2oc(=O)ccc2c1)c1ccccc1[N+](=O)[O-]	1.9	0.3	11.8	-12.5	5.2	6.2	2.0	1.7	0.2
O=C(O)c1cccc2c1-c1ccccc1/C2=N\Nc1ccccc1	-79.2	4.2	0.2	-4.9	0.7	11.8	1.0	1.5	-0.1
CC(C)OCCCNC(=O)c1cc(-c2cccs2)nc2ccccc12	-0.1	7.6	-1.6	3.1	-2.1	2.1	1.0	-0.2	-0.5
O=C(Cc1coc2ccc3ccccc3c12)N1CCCC1	-3.1	3.9	-1.4	19.7	-3.1	6.9	1.0	-1.6	0.1
O=C(COC(=O)CNC(=O)c1sc2ccccc2c1Cl)Nc1c(Cl)cc(Cl)cc1Cl	-6.1	6.9	-5.6	5.9	4.0	3.9	3.0	2.4	-0.1
CCOc1ccc(NC(=O)c2cccnc2SC)cc1	-0.8	-3.9	4.7	-0.5	-0.3	-3.2	0.0	0.8	0.1
CCCCN(C(=O)CCC(=O)OCC(=O)NCc1ccccc1)c1c(N)n(CCC)c(=O)[nH]c1=O	2.1	-4.1	1.7	-11.8	·	-6.7	0.0	·	0.1
O=C(CSc1nnnn1Cc1ccccc1)c1ccccc1F	-5.6	-3.0	7.3	-13.1	-0.3	-10.0	0.0	1.5	-0.1
COc1ccc(N2CCN(C(=O)CCNC(=O)c3ccc(Br)cc3)CC2)cc1	-2.6	-6.8	-4.7	-3.9	-1.4	-7.3	0.0	-2.1	0.4
Cc1nn2c(N)c(C#N)cnc2c1-c1ccccc1	-2.7	-6.4	0.2	10.8	0.3	0.7	2.0	1.8	0.2
CC(C)C(OC(=O)c1nsc(Cl)c1Cl)C(=O)NCC1CCCO1 (stereo not given)	10.0	6.8	-0.1	-1.2	2.6	5.6	0.0	-1.1	0.1
O=[N+]([O-])c1ccc(N2CCN(S(=O)(=O)Cc3ccccc3)CC2)cc1N1CCOCC1	3.4	1.2	-1.5	-1.9	1.6	1.8	0.0	1.9	0.0
COc1ccc(-n2nnnc2SCC(=O)NCCc2ccc(OC)c(OC)c2)cc1	-2.9	2.9	3.6	10.9	2.4	3.9	1.0	1.1	-0.1

Compound activity: PubChem, several laboratories
